PGE2 EP2 inh: human EP2 receptor antagonists, primary screen, TR-FRET cAMP, C6 glioma cells. C6 glioma cells expressing human EP2; cells stimulated with saturating PGE2. Prostaglandin E2 receptor EP2 subtype (Homo sapiens), P43116. 0.52% of 260,000 active. inhibition, % at 25 µM;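 active means percent inhibition above 40 after rounding to a whole number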;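 further: rat C6 glioma host cells with rolipram phosphodiesterase inhibitor present; the protocol text gives 20 µM as final concentration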
TNF necrop inh: inhibitors of TNF-alpha triggered necroptosis, primary screen, cell-based, Jurkat FADD-/-, single concentration | Jurkat FADD-/- TNF necroptosis rescue, ATP luminescence, 24 h; 0 = TNF only, 100 = no-TNF cells | activation (protection from cell death), % at 10 µM | 0.068% of 220,000 active;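 active means activation, meaning protection from cell death, of at least 50% relative to plate controls; inactive means activation below 50%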;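 further: necroptosis triggered by 40 ng/mL TNF-alpha added together with compound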
Runt-CBFb FRET: inhibitors of RUNX1 Runt–CBFb binding, primary screen, biochemical, FRET, Cerulean-Runt, Venus-CBFb, uHTS; inhibition, % at 20 µM; Runt-related transcription factor 1 (Homo sapiens) + Core-binding factor subunit beta …; 0.46% of 220,000 active; Cerulean-Runt/Venus-CBFb FRET ratio 530/480, 1 h;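 active means inhibition over about 50% at 20 µM in the single-dose screen, limit read from the data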;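 further: 0% = DMSO wells and 100% = excess unlabeled CBFb competitor control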
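Measured by: fluorescence energy transfer, 422 nm excitation, 530/480 nm emission; Assay system: Cerulean-Runt domain; Medium: Tris pH 7.5 buffer with BSA; Measure: loss of energy transfer signal; Controls: 5 µM unlabeled CBFb as full-inhibition high control; Incubation: protein complex preformed 1 h, compound exposure 1 h, room temperature, dark.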
EP2 modulator: EP2 receptor modulators, cAMP readout, primary screen, cell-based, HTRF cAMP, PGE2 stimulation; EP2-expressing cells, cAMP HTRF FRET, PGE2 co-stimulation; 0.83% of 260,000 active; Prostaglandin E2 receptor EP2 subtype (Homo sapiens), P43116; induction, % at 25 µM;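 active means compounds whose cAMP rise, as percent of the full-agonist control response, exceeds 60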;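 further: rat C6 glioma line stably carrying human EP2 under a CMV promoter; the protocol text gives 20 µM as final concentration; 100% = response of wells given 1 µM PGE2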
PERK inh: block of dimerizer-induced PERK translation repression, primary screen, PERK inhibitor project, CHO PERK-DD cells, SEAP luminescence, HTS; AID 1416, 2008; 0.17% of 220,000 active; Eukaryotic translation initiation factor 2-alpha kinase 3 (Homo sapiens), Q9NZJ5; CHO PERK-DD fusion, SEAP luminescence translation reporter; inhibition, % at 5.6 µM;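 active means inhibition above the mean inhibition of all tested compounds plus 3 SD, set separately per screening campaign, cut at about 2.9% in these data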;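 further: PERK kinase domain activated by AP20187 dimerizer at 100 nM; 0% = DMSO with dimerizer and 100% = rapamycin at 8.4 µM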
Target sequence (Q9NZJ5 whole entry, looked up, the tested form may be a part): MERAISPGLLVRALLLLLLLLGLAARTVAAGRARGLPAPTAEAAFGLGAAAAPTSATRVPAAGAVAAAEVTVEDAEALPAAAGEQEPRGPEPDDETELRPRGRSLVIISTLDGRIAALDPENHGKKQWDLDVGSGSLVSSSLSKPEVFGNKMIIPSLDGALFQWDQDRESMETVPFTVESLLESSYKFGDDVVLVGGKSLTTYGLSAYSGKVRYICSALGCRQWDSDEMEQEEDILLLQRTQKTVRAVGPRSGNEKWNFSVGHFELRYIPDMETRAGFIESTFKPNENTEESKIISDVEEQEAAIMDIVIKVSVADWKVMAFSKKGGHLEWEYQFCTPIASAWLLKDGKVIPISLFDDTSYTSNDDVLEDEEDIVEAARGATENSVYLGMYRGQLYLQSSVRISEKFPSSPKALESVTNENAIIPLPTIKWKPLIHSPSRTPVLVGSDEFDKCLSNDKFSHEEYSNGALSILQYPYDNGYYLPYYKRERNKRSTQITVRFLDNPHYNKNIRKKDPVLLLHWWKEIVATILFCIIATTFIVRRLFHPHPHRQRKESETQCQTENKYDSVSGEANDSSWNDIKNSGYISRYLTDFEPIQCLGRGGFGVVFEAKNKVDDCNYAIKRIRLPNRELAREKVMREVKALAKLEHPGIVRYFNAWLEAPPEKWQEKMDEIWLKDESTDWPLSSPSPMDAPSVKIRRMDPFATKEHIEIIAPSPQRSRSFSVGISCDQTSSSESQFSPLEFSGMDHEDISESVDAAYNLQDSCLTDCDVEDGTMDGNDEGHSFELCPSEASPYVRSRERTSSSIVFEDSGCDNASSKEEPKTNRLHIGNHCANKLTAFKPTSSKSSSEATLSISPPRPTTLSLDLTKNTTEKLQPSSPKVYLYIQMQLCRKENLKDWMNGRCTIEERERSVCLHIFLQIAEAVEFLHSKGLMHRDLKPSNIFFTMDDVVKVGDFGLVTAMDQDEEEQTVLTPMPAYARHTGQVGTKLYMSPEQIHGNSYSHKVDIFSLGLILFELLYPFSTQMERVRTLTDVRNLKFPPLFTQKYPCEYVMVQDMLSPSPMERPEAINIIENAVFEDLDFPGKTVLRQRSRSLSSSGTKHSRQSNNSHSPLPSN
Hck Nef HTS: inhibitors of Nef-activated human Hck kinase, primary screen, biochemical, Z-Lyte FRET, 384-well, Hck-YEEI; 0.68% of 220,000 active; inhibition, % at 20 µM; Recombinant Hck-YEEI plus Nef, Z-Lyte FRET kinase assay;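 active means Hck-Nef kinase inhibition above about 50%, limit read from the data; inactive means inhibition below that limit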;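 further: 0% = DMSO with Hck plus Nef and 100% = Hck alone without Nef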
RBBP9 inh: human RBBP9 inhibitors, primary screen, biochemical, fluorescence polarization, FP-Rh probe, HTS; Serine hydrolase RBBP9 (Homo sapiens), O75884; recombinant RBBP9; inhibition, % at 7.94 µM; 0.2% of 220,000 active;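 active means inhibition above the campaign mean of all tested compounds plus 3 SD, cut at about 14% in these data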;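 further: plate controls were DMSO wells with RBBP9 for no effect and wells lacking RBBP9 protein for full effect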
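Assay system: recombinant human RBBP9; Reagent: Serine-hydrolase probe FP-Rh, 375 nM pre-mixing; Doses: 7.94 µM single dose, 0.794% DMSO; Incubation: 30 min then 45 min, 25 °C; Detection: fluorescence polarization (mP), excitation 525 nm, emission 598 nm; Evaluation: percent inhibition from mP, scaled between DMSO and no-protein wells.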
Runt-SMMHC FRET: inhibitors of RUNX1 Runt–CBFb-SMMHC binding, primary screen, biochemical, FRET, Cerulean-Runt, Venus-CBFb-SMMHC, uHTS; Runt-related transcription factor 1 (Homo sapiens) + Core-binding factor subunit beta …; Cerulean-Runt/Venus-CBFb-SMMHC FRET ratio 530/480, 1 h; inhibition, % at 20 µM; 0.74% of 220,000 active;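 active means mean inhibition across duplicate retests at 20 µM reaching about 50%, limit read from the data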;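 further: 0% = DMSO wells and 100% = wells with excess untagged CBFb-SMMHC; inhibitors lower the FRET ratio by blocking Runt binding to CBFb-SMMHC; some results filed as inactive read as strong as hits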
zVAD death inh: inhibitors of zVAD-triggered necroptosis, primary screen, L929 cells. L929 zVAD necroptosis rescue, ATP luminescence, 24 h; with zVAD 60 µM. viability rescue, % at 10 µM. AID 1377, 2008. 0.38% of 220,000 active;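 active means activation, scaled between plate controls, above about 75%, limit read from the data; inactive means activation under that limit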;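 further: 0% = zVAD with DMSO and 100% = DMSO alone without zVAD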
The depositor's hits bear a star; nt = not tested or not shown; & = joins results of further samples.

SMILES	PGE2 EP2 inh	TNF necrop inh	Runt-CBFb FRET	EP2 modulator	PERK inh	Hck Nef HTS	RBBP9 inh	Runt-SMMHC FRET	zVAD death inh
Cc1ccc(CSc2nnc(-c3cccnc3)o2)cc1	5	9.4	-1	-11	-0.5	-13	-12	1	0.3
Clc1ccc(-n2nnc(-c3nccs3)n2)cc1Cl	20	-0.7	32	-24	0.5	-49	-7	35	-1.1
O=C(Cc1cccs1)NCCCc1ccccc1	2	3.7	-1	27	1.3	7	2	-2	0.3
COc1ccccc1NS(=O)(=O)c1cccc(NC(=O)Nc2cccc(Cl)c2)c1	8	1.2	-2	-57	0.4	3	-110	-5	1.1
O=C(O)c1ccc2c(=O)n(-c3ccc(F)c(Cl)c3)c(=S)[nH]c2c1	11	0.8	3	-4	1.5	7	-15	2	0.8
N#CCCN/N=C(/Cc1nc2ccccc2[nH]1)c1ccc(Cl)cc1	15	0.3	-3	-28	0.3	0	-2	-3	0.2
CSc1cccc(NC(=S)N(C(C)C)C(C)c2ccccn2)c1 (stereo unspecified)	6	-1.0	1	40	1.2	-1	-10	0	0.6
O=C1NC(=O)C2(COC(c3ccncc3)OC2)S1 (stereo unspecified)	6	1.5	-2	22	0.4	1	5	-4	0.8
O=C(COC(=O)Cc1ccccc1F)Nc1ccc2c(c1)OCCO2	4	1.0	1	-3	-0.4	-1	-2	1	-0.1
Cc1cccc(Nc2nc3c(S(=O)(=O)c4ccccc4)nnn3c3ccccc23)c1C	18	1.9	-8	36	0.2	9	-12	-5	0.3
O=C(CSc1nc2ccccc2c(=O)n1CCCC(=O)N1CCCC1)NCc1ccco1	5	-0.6	-2	-18	-1.3	0	-4	5	-0.6
CCc1cc(-c2n[nH]c(=S)n2CC(C)C)cs1	0	2.7	8	-1	0.0	1	-8	16	0.4
O=C(CNC(=O)C1CCCCC1)OCC(=O)c1ccc(Cl)s1	8	0.6	0	12	0.0	11	2	-1	0.8
CCN(CC)C(=O)CSc1nc(N)c(-c2ccccc2)c(=O)[nH]1	2	0.0	1	4	1.2	17	-2	-6	20
Cc1ccc(S(=O)(=O)N2CCN(Cc3ccccc3C(F)(F)F)CC2)cc1	12	-2.1	-2	18	1.2	-1	0	2	0.0
COc1ccc(/C=C(/Sc2nnc(-c3ccc(Cl)cc3)o2)C(=O)O)cc1	10	-0.2	-18	15	0.3	-9	3	-13	1.1
COc1ccc(C2N(c3ccc4c(c3)OCCO4)C(=O)C2(F)F)cc1OC (stereo unspecified)	8	-0.3	-1	-13	0.9	27	-6	-1	0.3
CCC(C)OC(=O)C1C(c2ccccc2)C(C(=O)O)C1c1ccccc1 (stereo unspecified)	8	-0.2	1	25	0.3	-1	5	1	0.4
O=C(C1CCCCN1S(=O)(=O)c1ccccc1[N+](=O)[O-])N1CCCC1 (stereo unspecified)	0	-0.1	0	25	1.7	18	3	-2	-0.3
O=[N+]([O-])c1cccc(C(=S)N2CCN(c3ccccc3)CC2)c1	6	2.1	53*	-26	-0.1	14	-7	24	0.2

An excerpt from above in order of number of heavy atoms, descending.
SMILES	PGE2 EP2 inh	TNF necrop inh	Runt-CBFb FRET	EP2 modulator	PERK inh	Hck Nef HTS	RBBP9 inh	Runt-SMMHC FRET	zVAD death inh
O=C(CSc1nc2ccccc2c(=O)n1CCCC(=O)N1CCCC1)NCc1ccco1	5	-0.6	-2	-18	-1.3	0	-4	5	-0.6
CCC(C)OC(=O)C1C(c2ccccc2)C(C(=O)O)C1c1ccccc1 (stereo unspecified)	8	-0.2	1	25	0.3	-1	5	1	0.4
O=[N+]([O-])c1cccc(C(=S)N2CCN(c3ccccc3)CC2)c1	6	2.1	53*	-26	-0.1	14	-7	24	0.2
Clc1ccc(-n2nnc(-c3nccs3)n2)cc1Cl	20	-0.7	32	-24	0.5	-49	-7	35	-1.1

Structures above marked active in Runt-CBFb FRET:
SMILES,Runt-CBFb FRET,EP2 modulator,PERK inh,Hck Nef HTS,RBBP9 inh,Runt-SMMHC FRET
O=[N+]([O-])c1cccc(C(=S)N2CCN(c3ccccc3)CC2)c1,53*,-26,-0.1,14,-7,24

More results follow.
SMILES	PGE2 EP2 inh	TNF necrop inh	Runt-CBFb FRET	EP2 modulator	PERK inh	Hck Nef HTS	RBBP9 inh	Runt-SMMHC FRET	zVAD death inh
C#CCSc1nc(Cc2ccc(Cl)cc2)nc2ccccc12	3	-5.0	-6	67*	1.1	0	1	-1	0.7
O=C(C1=C[C@H](c2ccc(Br)cc2)C[C@H](OCc2ccc(CO)cc2)O1)N1CCOCC1	5	1.3	-2	-21	1.1	11	3	0	0.3
Cc1ccc(C(=O)NC(=S)NCc2ccco2)cc1	7	1.6	7	-13	0.5	-2	0	7	0.6
O=C(c1ccc(CS(=O)(=O)c2ccc(Br)cc2)o1)N1CCOCC1	16	1.4	2	-5	1.1	-1	-6	-9	1.9
CCN(CC)CCNc1nc(-c2ccc(OC(F)F)cc2)c(C)s1	3	0.7	1	-77	0.7	32	1	13	-1.6
CCN(CC)S(=O)(=O)c1cccc(C(=O)OCC(=O)Nc2ccccc2OC(F)F)c1	4	0.6	-2	-5	0.6	0	-2	0	0.1
Cn1nc(C(=O)N2CCOCC2)c2ccccc2c1=O	4	-0.8	-2	nt	-0.2	-5	-4	-11	-1.2
Cc1ccc(C(=O)COC(=O)CNC(=O)c2cccs2)cc1C	10&8	0.3	-1	15&16	-0.5	12	-7	-1	0.3
O=c1cc(-c2ccccc2)c2ccccc2[nH]1	3	-6.2	0	25	0.5	2	0	1	-0.2
Cc1[nH]c(C)c2c(=O)[nH]ncc12	10	0.4	-2	-6	1.6	24	-3	1	0.6
O=C(Nc1nnc(C2CC2)s1)c1cccc(S(=O)(=O)N2CC(c3ccccc3)CC2=O)c1 (stereo unspecified)	9	0.2	2	-16	1.2	2	-7	-5	1.0
COc1ccc(N2CCN(C(=O)Cc3cccs3)CC2)cc1	21	2.1	1	4	-0.2	-25	3	2	0.0
O=C(N/N=C/c1cccc(NC(=O)c2ccc(Cl)cc2)c1)c1cccc(O)c1	13	-6.5	-1	-7	0.9	25	-46	-3	0.1
Cc1onc(-c2c(F)cccc2Cl)c1C(=O)Nc1cccc2nsnc12	4&10	-0.3	4	60&45	0.4	4	-4	5	-0.4
CCCCn1nc2cc(C(=O)NC3CCCc4ccccc43)ccc2c1OCC (stereo unspecified)	9	-1.7	-3	-32	-0.1	0	-7	0	1.6
CC(=O)N1CCC(N(CCN2CCOCC2)C(=S)Nc2ccc(C)cc2C)CC1	6	-0.5	-2	-2	0.3	17	-5	1	0.0
O=C(CCl)NNC(=O)c1c(O)c2ccccc2[nH]c1=O	4	-9.7	0	-10	2.0	3	-7	-2	-0.5
COc1ccccc1C(=O)C1CCCN(C(=O)c2cccc(-n3cccn3)c2)C1 (stereo unspecified)	8	0.3	-2	-33	-0.5	19	-2	-1	1.8
O=C(OCCNc1ccc(C(F)(F)F)cc1[N+](=O)[O-])c1cc2ccccc2oc1=O	15	-1.4	-1	-16	-0.7	6	-3	10	1.0
CCc1nnc(SCC(=O)Nc2ccccc2)nc1CC	9	0.7	-3	9	0.1	3	-3	0	0.0
COc1ccc(C2NC(=S)NC3=C2CCc2ccccc23)cc1OC (stereo unspecified)	11	-1.3	2	-8	0.3	-1	-1	3	1.0
CC(C)/C=N/NC(=O)c1cc(Br)ccc1O	7	-0.9	4	14	0.6	-42	-2	0	-1.1
COc1ccccc1N(C)S(=O)(=O)c1ccc(C(=O)O)cc1	1	0.3	-3	19	0.0	28	4	3	2.8
COCC1CCCCN1Cc1cn[nH]c1-c1ccc2cc(OC)ccc2c1 (stereo unspecified)	9	1.0	0	-42	-0.3	21	0	0	-0.2
CCN1CC(CN(C)Cc2nc(-c3ccc(C(F)(F)F)cc3)oc2C)CC1=O (stereo unspecified)	5	0.4	0	-8	1.0	12	-3	-7	-0.5
CC(CCc1ccccc1)NC(=O)CN1CCOc2ccccc21 (stereo unspecified)	3	0.1	nt	nt	-0.3	1	-6	nt	-0.1
CCOC(=O)c1sc(NC(=O)CSc2nncs2)c(C(=O)OCC)c1C	15	0.5	-7	45	0.0	-2	-10	-4	-0.7
CCCC(=O)Nc1c(C)n[nH]c1C	6	-1.4	-2	10	0.9	0	-7	0	-0.1
COc1cc(C2NC(=S)NC(C)=C2C(=O)c2ccccc2)ccc1O (stereo unspecified)	8	-0.6	-1	11	-0.4	5	-2	2	0.3
O=C(CCCC(=O)NCc1ccc(F)cc1)NCc1ccc(F)cc1	4	-0.9	0	7	-0.1	16	-7	2	0.5
COc1ccccc1NC(=O)c1ccc(NC(=O)COC(=O)C(C)C)cc1	6	5.1	-1	-4	0.7	0	-5	-2	0.8
C/C(CC(=O)Nc1cc(C)cc(C)c1)=N\NC(=O)c1ccccn1	3	-0.6	2	-3	-1.2	-1	-5	4	nt
Cn1cc(/C(Cc2ccccc2)=N\O)c2ccccc21	5	-0.3	-1	64*	-0.7	-6	6	2	0.3
O=c1c2ccccc2nc2n1CC/C2=C/N1CCN(c2cccc(C(F)(F)F)c2)CC1	9	-9.1	0	13	-0.5	3	-10	-1	0.1
N#Cc1ccc(OCC(=O)OCC(=O)Nc2cc(C(F)(F)F)ccc2N2CCOCC2)cc1	7	1.3	-2	6	0.9	1	-5	-4	0.6

A portion of the library; count on the stated rates, not on these rows.
